ERp5 inh – blocks human ERp5 reductase activity on insulin; Q15084; AID 651711; inhibition, % at 9.99 µM; ERp5 insulin aggregation, absorbance 650 nm, 90 min; actives 0.05% (n = 350,000);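 active = mean replicate inhibition above about 25%, with every replicate also reaching it, limit read from the data, passing the limit was not always enough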
Target sequence (Q15084 whole entry, looked up): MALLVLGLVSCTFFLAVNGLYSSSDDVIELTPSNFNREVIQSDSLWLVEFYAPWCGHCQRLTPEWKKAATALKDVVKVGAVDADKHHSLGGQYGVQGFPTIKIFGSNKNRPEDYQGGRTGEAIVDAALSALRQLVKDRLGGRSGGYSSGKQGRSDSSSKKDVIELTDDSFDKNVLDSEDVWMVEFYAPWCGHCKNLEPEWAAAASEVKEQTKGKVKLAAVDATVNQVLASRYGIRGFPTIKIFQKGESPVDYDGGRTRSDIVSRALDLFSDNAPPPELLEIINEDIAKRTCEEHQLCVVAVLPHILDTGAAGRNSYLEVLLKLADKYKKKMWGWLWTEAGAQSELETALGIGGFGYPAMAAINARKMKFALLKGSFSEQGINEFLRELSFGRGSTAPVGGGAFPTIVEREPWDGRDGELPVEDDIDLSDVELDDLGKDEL
esBAF inh – SWI/SNF esBAF complex inhibition. mouse ES cells, Bmi1-luciferase knock-in reporter, 24 h; 100% = twice the neutral-well signal. reporter increase, % at 12.5 µM. actives 2% (n = 350,000). AID 602393; in the data active = activation above about 40%;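 note: 0% = median of the plate's neutral control wells and 100% = double that signal; a rise in the Bmi1 reporter signal indicates esBAF inhibition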
E-sel inducer – E-selectin induction on HUVECs | activation, % at 7.58 µM | actives 0.37% (n = 260,000) | P16581 | HUVEC E-selectin immunofluorescence imaging; normalized: neutral wells 0, TNF-alpha wells 100;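 active = mean E-selectin-positive cell signal at least 10% of the positive control, reached in at least 60% of replicates, without over 20% cell loss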;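 note: in these data hits start at about 27%; measured in HUVEC primary endothelial cells; signal is the percent of cells scored E-selectin positive by PE staining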
Target sequence (P16581 whole entry, looked up): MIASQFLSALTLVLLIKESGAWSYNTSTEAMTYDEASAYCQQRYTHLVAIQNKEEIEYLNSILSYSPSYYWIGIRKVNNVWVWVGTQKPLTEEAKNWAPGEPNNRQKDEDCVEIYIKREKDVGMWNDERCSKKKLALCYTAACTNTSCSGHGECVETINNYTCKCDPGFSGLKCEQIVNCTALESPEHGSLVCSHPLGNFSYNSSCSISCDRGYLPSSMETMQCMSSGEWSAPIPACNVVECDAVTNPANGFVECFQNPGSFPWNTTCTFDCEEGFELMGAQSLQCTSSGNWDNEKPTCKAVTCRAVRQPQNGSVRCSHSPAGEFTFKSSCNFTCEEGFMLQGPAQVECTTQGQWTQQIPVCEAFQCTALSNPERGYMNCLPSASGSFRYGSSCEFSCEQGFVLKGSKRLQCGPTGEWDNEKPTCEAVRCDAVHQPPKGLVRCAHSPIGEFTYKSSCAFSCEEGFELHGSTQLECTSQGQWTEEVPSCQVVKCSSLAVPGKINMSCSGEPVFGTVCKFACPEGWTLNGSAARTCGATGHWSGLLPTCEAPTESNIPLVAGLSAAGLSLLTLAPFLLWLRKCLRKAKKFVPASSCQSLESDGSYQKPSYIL
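assay system = HUVEC, human umbilical vein endothelial cells | input = 3,000 HUVEC seeded per well | medium = EGM-2 growth medium on 0.1% gelatin-coated wells | dosing = one compound dose added by pin transfer | signal = immunofluorescence imaging | read-out basis = % PE-positive cells | control set = TNF-alpha, DMSO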
RAD54 inh – RAD54 (human) branch migration inhibition | RAD54 Holliday junction branch migration, FAM/BHQ fluorescence | inhibition, % at 10.4 µM | AID 602329 | actives 0.14% (n = 360,000);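 active = mean normalized replicate activity at least 40 and at least half of replicates scoring 40 or more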;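 note: 0% = median of neutral control wells and 100% = median of positive control wells; inhibitors cause a drop in the FAM fluorescence signal; in these data hits start at about 50%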
XiGFP reactiv – reactivates the inactive X chromosome in mouse fibroblasts. XiGFP mouse fibroblasts, % GFP-positive cells imaging, 3 d; cells co-treated with 5-aza-dC sensitizer; scaled so ellipticine positive control = 100%. activation, % at 7.58 µM. actives 0.055% (n = 360,000);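 active = mean normalized replicate activation at least 10% and every replicate at or above 10%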;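 note: 0% = median of on-plate neutral control wells and 100% = ellipticine 6 µM median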
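material = 68-5-11 XiGFP fibroblast line | medium = DMEM plus 5-aza-dC sensitizer | schedule = 3 days compound exposure | benchmarks = positive control ellipticine, 6 µM final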
ERAP1 inh – inhibitors of human ERAP1 aminopeptidase; inhibition, % at 10.7 µM; actives 0.15% (n = 340,000); recombinant ERAP1, Leu-AMC fluorescence, 60 min;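 active = mean replicate inhibition of at least 30%, or all replicates individually reaching that 30% level; inactive = mean below 30% and not every replicate reaching it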;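 note: 0% = neutral control wells and 100% = L-leucinethiol positive control wells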
S100A4 MyoIIA – inhibitors of human S100A4 binding to myosin IIA peptide. AID 652163. actives 0.14% (n = 360,000). P26447. inhibition, % at 10.7 µM. S100A4/TAMRA-MyoIIA peptide fluorescence polarization;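 active = mean inhibition of at least 70% across replicates, with every replicate also reaching that level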
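Material: human S100A4 monomer with TAMRA-labelled myosin IIA peptide; buffer or medium: HEPES pH 7.2 with CaCl2, KCl, NaCl, DTT, Triton; compound dosing: one concentration per compound; schedule: 5 min incubation before reading; benchmarks: neutral control DMSO, positive control TFP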
RAD52 inh – RAD52 (human) annealing inhibition | P43351 | actives 0.46% (n = 360,000) | AID 651710 | inhibition, % at 18.7 µM | recombinant RAD52 DNA annealing, FRET fluorescence;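 active = every replicate showing at least 50% inhibition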
Numbers without * were called inactive; nt = not tested or not shown.

SMILES	ERp5 inh	esBAF inh	E-sel inducer	RAD54 inh	XiGFP reactiv	ERAP1 inh	S100A4 MyoIIA	RAD52 inh
COc1ccc(CCNC(=O)C(=O)NCc2ccc(Cl)cc2)cc1OC	-1	nt	-2.0	nt	0.0	0	-16	-19
CC(C)c1c(C(=O)N/N=C/c2cccc3ccccc23)nnn1-c1nonc1N	3	-4	nt	4	0.0	-4	0	2
CCC/C(O)=C1\C(=O)CCCC1=NCCc1c(C)[nH]c2ccc(C)cc12	-2	-7	-0.2	-12	0.2	-2	2	-8
O=C(Nc1cccc(Cl)c1)N[C@H]1CC[C@H](CCNC(=O)C2CCCCC2)O[C@H]1CO	5	1	0.3	4	0.2	0	1	1
CCOC(=O)C1CCN(c2ncnc3c(C)csc23)CC1	-4	nt	-0.2	nt	0.4	3	2	-10
CC(NC(=O)c1ccccc1Cl)C(=O)OCc1cn2cc(Cl)ccc2n1 (configuration not stated)	2	1	0.1	-4	0.1	2	3	-26
Cc1cc(NCc2ccccc2)n2ncnc2n1	5	nt	nt	nt	0.0	1	-5	-13
CCCn1c(C2CCCN2c2nc(-c3ccc(C)cc3)cs2)nc2cc(Cl)c(N3CCCCC3)cc21 (configuration not stated)	7	-8	-0.1	8	-0.1	-7	-5	-24
COc1ccc(-c2csc3ncnc(N4CCN(CCO)CC4)c23)cc1	0	nt	0.1	nt	0.1	0	-3	4
C[C@@H]1CN([C@H](C)CO)C(=O)c2cc(/C=C/c3ccccc3)cnc2O[C@@H]1CN(C)C(=O)c1ccc(F)cc1	1	-4	-0.4	1	-0.8	0	-4	4
Nc1oc2ccccc2c1C(=O)Cc1ccccc1O[C@@H]1O[C@H](CO)[C@@H](O)[C@H](O)[C@H]1O	0	-1	nt	9	nt	nt	3	-14
NC(=O)CSc1nnc(-c2ccccn2)n1N	2	nt	nt	nt	0.0	nt	-1	-12
CCCCc1c(-c2ccccc2OC)ncn1Cc1cccc(-c2ccccc2)c1	0	nt	0.0	nt	0.0	2	-11	-9
COc1ccc(-n2c(-c3cccc(OC)c3)nc(=S)c3c2CCCC3)cc1	-2	13	nt	-1	nt	-1	0	-10
O=C(Cc1ccc(Cl)cc1)Nc1ccccn1	1	17	1.8	nt	0.0	0	-2	-8
CC(C)(C)OC(=O)C[C@@H]1C/C=C\C[C@H](CC(=O)N[C@H](CO)Cc2ccccc2)C(=O)N[C@@H](Cc2c[nH]c3ccccc23)COC1=O	2	-6	1.7	4	-0.2	7	-3	-11
COc1cccc(NC(=O)N(C)C[C@H]2OCc3ccccc3-c3c(n(C)c4ccccc34)C(=O)N([C@@H](C)CO)C[C@@H]2C)c1	-3	1	0.2	-2	0.9	1	-19	-4
CCN(CC)c1ccc(CNC(=O)C/C(C)=N/NC(=O)COc2ccc(C)cc2Br)cc1	2	1	nt	12	0.0	6	4	8
O=C(CCCc1ccccc1)c1ccc2c(c1)OCCO2	9	-84	nt	1	nt	-2	-4	-10
C[C@@H]1CN([C@H](C)CO)C(=O)c2cccc(NC(=O)Nc3ccc4c(c3)OCO4)c2O[C@H]1CN(C)C(=O)Nc1ccc(C(F)(F)F)cc1	4	5	38*	3	0.1	0	6	8
CCCNC(=O)C[C@@H]1CC[C@@H]2[C@H](COc3ccc(NC(=O)c4cccc(C(F)(F)F)c4)cc3C(=O)N2C)O1	-10	2	0.2	10	0.4	1	-22	-7
CC(=O)Nc1ccc(S(=O)(=O)N(C)CC(=O)OC(C)C(=O)N(C)Cc2ccccc2)cc1 (configuration not stated)	2	3	-0.5	4	0.1	-1	-2	1
COc1ccc2c3c([nH]c2c1)[C@@H](CO)N(C(=O)c1ccc(F)cc1)CC31CN(C(=O)Nc2cccc(F)c2)C1	-2	nt	0.6	nt	0.3	2	4	0
CN1CCN(CCNC(=O)c2cc3c(=O)n(C)c4ccccc4c3n2C)CC1	2	2	1.2	64*	0.0	-1	2	19
O=C(C[C@@H]1C[C@H]2c3cc(NC(=O)NC4CCCC4)ccc3O[C@H]2[C@@H](CO)O1)NCc1ccccn1	3	nt	0.0	nt	0.0	4	6	-7
CS/C(N)=N/N=C/c1cc(C)ccc1O	-3	nt	-0.1	nt	0.2	-1	5	-15
COc1ccc(CC(=O)N2CCN=C2SC)cc1OC	4	nt	-0.1	nt	0.0	-1	-2	-9
CC=Cc1ccc2n(c1=O)C[C@@H]1[C@@H](CO)[C@H](C(=O)OC)N(CCc3ccccc3)[C@H]21 (mixture of isomers)	-5	3	0.2	-2	0.7	-1	-3	-29
CCOc1ccc(NCc2cccn2-c2nnc(N3CCC(C(=O)NCCCN4CC(C)CC(C)C4)CC3)s2)cc1 (configuration not stated)	-8	-86	nt	16	0.1	1	0	18
CC1(C)CN(c2cccc(C#N)c2)C1=O	10	nt	nt	nt	0.0	-1	-1	-2
CC1C(c2ccccc2)N(C)C(c2ccccc2)CC1(O)c1ccc(F)cc1 (configuration not stated)	1	-1	nt	8	0.0	-1	4	-16
Cc1noc(C)c1NC(=O)Nc1ccc2c(c1)CC(=O)N([C@H](C)CO)C[C@H](C)[C@@H](CN(C)Cc1ccc(C(F)(F)F)cc1)O2	4	-1	0.1	4	0.2	4	-10	-6
COc1ccc(Cl)cc1C(=O)OCC(=O)c1c(N)n(C)c(=O)n(C)c1=O	-3	-2	0.2	-14	-0.1	-1	1	6
C=CCN1C(=O)[C@@H]2Cc3c([nH]c4ccccc34)C(c3cc(OC)c(OC)c(OC)c3)N2C1=S (some centres not stated)	1	-10	0.9	4	91*	0	-10	-161
C[C@@H]1CN([C@@H](C)CO)C(=O)c2cc(NS(=O)(=O)c3ccccc3)ccc2O[C@@H]1CN(C)S(=O)(=O)c1cccs1	-3	1	-0.4	-2	0.0	3	8	-30
O=C(Cn1cnc2c(nnn2Cc2ccc(F)cc2)c1=O)N1CCCc2ccccc21	-3	-5	nt	-3	nt	2	3	-12
O=C(O)c1ccc(Cl)c(S(=O)(=O)N2CCCCCC2)c1	-5	-2	nt	6	nt	1	1	-4
CCN(CCn1cccn1)C(=O)c1cc(COc2cccc3cccnc23)on1	-1	-1	6.9	1	0.1	1	7	-6
C[C@@H]1CN([C@@H](C)CO)C(=O)c2cc(NS(=O)(=O)c3cn(C)cn3)ccc2O[C@@H](C)CCCCO[C@@H]1CN(C)Cc1ccc(C(F)(F)F)cc1	-1	-6	0.7	-1	-1.1	2	-2	-8
CC1CN(C(=O)c2ccccc2Nc2ccc(SC(F)F)cc2)CC(C)O1 (configuration not stated)	-1	nt	nt	-5	0.0	-3	1	-7
CCC(=O)N[C@H]1CC[C@@H](CCNC(=O)Nc2ccc(F)cc2)O[C@@H]1CO	-6	13	-0.2	-6	-0.1	-4	1	14
O=C(NCCOc1ccc(Cl)cc1)C(=O)NCC1CCCO1 (configuration not stated)	9	nt	0.0	nt	0.0	-2	-11	2
COCc1ccc(C(=O)N2CCCCC2C(=O)Nc2ccc(-n3nc(C)cc3C)cc2)o1 (configuration not stated)	1	nt	0.4	0	-0.1	-7	-3	-30
C/C(=N\NC(=O)c1ccncc1)c1ccc(N2CCOCC2)cc1	6	1	nt	-10	0.1	6	-12	-10
CC(C)Cc1ccc(C2=CSC3=NCCN23)cc1	-1	0	1.9	3	-0.2	1	2	-1
Cc1ccc(-c2nc3c(c(=O)[nH]c(=O)n3Cc3ccccc3)n2Cc2ccccc2)o1	-3	nt	0.0	nt	0.2	0	-3	-43
COc1ccc(CNC(=O)CC2Sc3ccccc3NC2=O)cc1 (configuration not stated)	-1	11	nt	-5	0.0	-2	1	-18
O=C(Nc1ccc(Cc2ccncc2)cc1)c1cc([N+](=O)[O-])ccc1N1CCOCC1	-4	-1	7.4	nt	0.0	-2	2	-27
O=C(NCC(F)(F)F)[C@H]1[C@H](CO)[C@H]2Cn3c(cccc3=O)[C@@H]1N2CCC(F)(F)F	0	nt	-0.4	nt	0.1	1	-26	-17
CN(Cc1ccco1)C(=O)[C@H](Cc1ccccc1)NC(=O)CC[C@H]1O[C@@H](n2ccc(=O)[nH]c2=O)[C@H](O)[C@@H]1O	-2	9	-0.2	-14	0.1	0	-2	-17
CC(C)=C(NC(=O)c1ccccc1)C(=O)Nc1ccc(C(=O)O)cc1	1	-2	0.0	nt	nt	nt	-2	-6
Nc1nnc(SCC(=O)Nc2ccc(S(=O)(=O)N3CCOCC3)cc2)s1	3	-9	nt	3	nt	0	4	-15
COc1cccc(S(=O)(=O)Nc2ccc3c(c2)C(=O)N(C)[C@H]2CC[C@H](CC(=O)O)O[C@@H]2CO3)c1	nt	-2	0.0	4	0.1	nt	nt	nt
COc1ccc(NC(=O)Nc2ccc3c(c2)C(=O)N([C@@H](C)CO)C[C@@H](C)[C@@H](CN(C)C(=O)NC2CCCCC2)OCCCC[C@H](C)O3)cc1	0	-6	0.0	-5	-0.3	-1	-4	-16
CNC(=O)C1(C)CCN1C(=O)Cc1ccc(C(C)C)cc1 (configuration not stated)	-1	-4	-0.6	-10	0.1	-2	2	-43
Cc1ccc2c(cnn2C(=O)CCCC(=O)NC(C)c2ccccc2)c1 (configuration not stated)	-1	1	-0.1	-8	0.4	-1	-1	-4
C[C@@H]1CN([C@@H](C)CO)C(=O)c2cccc(NS(=O)(=O)c3cccs3)c2O[C@H]1CN(C)C(=O)Nc1ccc(F)cc1	-3	1	-0.1	18	0.0	1	5	0
Cc1nsc(Nc2ccccc2)c1C#N	2	nt	3.7	nt	0.3	2	-10	-17
Cc1c(CCOC(=O)c2ccccc2)sc[n+]1CC(=O)c1ccc(Br)cc1	4	7	nt	31	nt	1	-5	9
C=CCn1cc(/C=N/Nc2nc3ccccc3[nH]2)c2ccccc21	-1	nt	3.7	nt	1.5	-4	0	-10

As entered above.
Cc1nsc(Nc2ccccc2)c1C#N in ERAP1 inh has 2
O=C(NCC(F)(F)F)[C@H]1[C@H](CO)[C@H]2Cn3c(cccc3=O)[C@@H]1N2CCC(F)(F)F in ERp5 inh has 0

Next entries follow.
SMILES	ERp5 inh	esBAF inh	E-sel inducer	RAD54 inh	XiGFP reactiv	ERAP1 inh	S100A4 MyoIIA	RAD52 inh
COc1ccc(-n2nc(C(=O)NCc3ccco3)c3c4ccccc4n(C)c3c2=O)cc1	1	-6	16	nt	-0.1	-4	2	-3
O=C(Nc1nc2ccc(F)cc2s1)C1CCN(S(=O)(=O)c2cc([N+](=O)[O-])ccc2Cl)CC1	-6	nt	nt	nt	0.3	-1	-6	-11
COc1cccc(NC(=O)Nc2ccc3c(c2)C(=O)N(C)C[C@@H](OC)[C@H](C)CN(CCC(F)(F)F)[C@H](C)CO3)c1	-1	10	0.1	-6	0.0	6	51	-40
COc1ccc(NC(=O)c2ccc(OCC3CCCO3)cc2)cc1Cl (configuration not stated)	-3	42*	-0.5	9	0.0	-2	2	-14
CC(C)NC(=O)N1[C@H](C#N)[C@H](c2ccc(C#CC3CCCC3)cc2)[C@@H]1CO	0	nt	0.0	nt	0.1	0	-1	-23

Single records, from the list above. Order of screens: ERp5 inh, esBAF inh, E-sel inducer, RAD54 inh, XiGFP reactiv, ERAP1 inh, S100A4 MyoIIA, RAD52 inh
O=C(Nc1nc2ccc(F)cc2s1)C1CCN(S(=O)(=O)c2cc([N+](=O)[O-])ccc2Cl)CC1 is listed with -6, nt, nt, nt, 0.3, -1, -6, -11
COc1ccc(NC(=O)c2ccc(OCC3CCCO3)cc2)cc1Cl (configuration not stated) is listed with -3, 42*, -0.5, 9, 0.0, -2, 2, -14

Source: PubChem (Broad Institute)
